Screening results: PubChem, National Center for Advancing Translational Sciences (NCATS)
HepG2 viability = qHTS for Inhibitors of TGF-b: Cytotox Counterscreen; HepG2 CAGA-GFP viability, ATP luminescence, 18 h; Potency, µM (highest dose often 46.1 µM), for the others: at the top dose activity change, negative = cytotoxicity, hits mostly cytotoxic; 410,000 tested, 0.76% active; AID 588856, 2011; note: potency is the fitted concentration of half-maximal effect; some results filed as inactive show a strong effect at the top dose
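CellTiter-Glo luminescence gave cytotoxicity after 18 hours at 37 degrees C. The cells were HepG2 CAGA-GFP in 1% FBS DMEM, stimulated with 500 pg/mL TGF-beta after compound addition. %Activity was normalised to no-cell wells (complete cell-killing) and DMSO (no toxicity), and curves were fitted and classified.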
TGFb inhibitor = qHTS for Inhibitors of TGF-b; HepG2 CAGA-GFP TGF-b/SMAD3 reporter, GFP fluorescence, 18 h; TGF-beta stimulated, 500 pg/mL final; Potency, µM (series often up to 46.1 µM), inactives show at the top dose activity, negative = inhibition, actives largely listed as inhibitors; 410,000 tested, 1.2% active; note: potency is the fitted concentration of half-maximal effect; % is set by controls: 0 for no effect and ±100 for the full control effect; nearly all actives have a fitted effect of over 65% in size
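Read-out: total well GFP (ex488/em500-530) summed from mean per-cell fluorescence. Cells: HEPG2 CAGA-GFP, 1% FBS DMEM, 18 h at 37 degrees C with 500 pg/mL final TGF-beta. Unstimulated wells served as the full-inhibition control; stimulated DMSO wells = 0%.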
IL1B secr inh = qHTS for Inhibitors of Inflammasome Signaling: IL-1-beta AlphaLISA Primary Screen; THP-1 LPS/ATP IL-1B secretion, AlphaLISA, 16 h; hits give low values; activity change, % at 57.5 µM; 360,000 tested, 4.7% active; in the data active = activity change below about -50%; inconclusive = mostly about -30% to -49%; note: % is set by controls: 0 for no effect and ±100 for the full control effect
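THP-1 cells pretreated 1 hr with compounds (up to 57.5 uM final), then stimulated with LPS (250 ng/mL final) plus ATP (1.25 mM final); secreted IL-1B measured by AlphaLISA after 16 hr, decreased signal indicating inhibition.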
MCF10A rerep = A quantitative high throughput screen for small molecules that induce DNA re-replication in MCF 10a normal breast cells. MCF 10A DNA re-replication, Hoechst nuclear intensity, 48 h. Potency, µM (highest dose often 46.1 µM), for the others: top-dose activity, positive = re-replication, most hits filed as activators. 350,000 tested, 2.9% active; note: potency is the fitted concentration of half-maximal effect; % of control where 0% means no effect; nearly all actives have a fitted effect of over 50% in size
A549 viability = Nrf2 qHTS screen for inhibitors: counterscreen for cytotoxicity; A549 ARE-Fluc cells, CellTiter-Fluor viability, 18-24 h; Potency, µM (doses to about 46 µM), for the others: top-dose activity change, negative = cytotoxicity, actives largely listed as inhibitors; AID 504648, 2011; 390,000 tested, 0.16% active; note: potency is the fitted concentration of half-maximal effect; % is set by controls: 0 for no effect and ±100 for the full control effect
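A549 ARE-Fluc cells in 5% FBS OPTI-MEM, 5000 cells/well, rested 2 h then exposed to compounds in concentration-response for 18-24 h at 37 °C. Viability by CellTiter-Fluor fluorescence (Ex 405/Em 525) after 30 min; luciferase luminescence (BugLite, 15 min, RT) read afterwards.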
Nrf2 activator = qHTS of Nrf2 Activators; Potency, µM (titrated, usually from 46.1 µM), inactives show at the highest dose activation, actives largely listed as activators; 410,000 tested, 0.31% active; AREc32 ARE-luciferase reporter (MCF7-derived line), luminescence, 24 h; note: potency is the fitted concentration of half-maximal effect; % of control where 0% means no effect; nearly all actives have a fitted effect of over 65% in size
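AREc32_Fluc, 1000 cells/well, OPTI-MEM + 5% FBS, o/n 37 deg C 5% CO2; 23 nL cpd by pin tool, 24 hr; Steady-Glo 30 min RT, luminescence.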
Nrf2 inh = Nrf2 qHTS screen for inhibitors | 360,000 tested, 2.1% active | Potency, µM (titrated, usually from 46 µM), for the others: at the top dose activity change, negative = inhibition, actives largely listed as inhibitors | A549 ARE-Fluc reporter, luciferase luminescence, 18-24 h; note: potency is the fitted concentration of half-maximal effect; % is set by controls: 0 for no effect and ±100 for the full control effect; nearly all actives have a fitted effect of over 60% in size
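Nrf2 activity is the BugLite luminescence, read 15 min after reagent at room temperature, following CellTiter-Fluor cytotoxicity readout (30 min, 37C). Compound titrations were applied for 18-24 h to 5000 A549 ARE_Fluc cells/well in 5% FBS OPTI-MEM.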
ATXN2 expr inh = Primary qHTS for Inhibitors of ATXN expression; HEK-293 ATXN2-luciferase reporter, luminescence, 24 h; Potency, µM (highest dose often 57 µM), without a hit: at the highest dose activity change, negative = inhibition, most hits filed as inhibitors; 360,000 tested, 0.72% active; note: potency is the fitted concentration of half-maximal effect; % is set by controls: 0 for no effect and ±100 for the full control effect; nearly all actives have a fitted effect of over 55% in size
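ATXN2-luciferase reporter cells (luciferase flanked by upstream and downstream ATXN2 gene portions) were treated 24 h at 37 °C with compounds at up to 57 uM. SteadyGlo luminescence gave expression; GF-AFC fluorescence gave viability.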
S2 tox = Viability Counterscreen for Primary qHTS for Inhibitors of ATXN expression. S2 cells (HEK-293 line with an ATXN2-luciferase reporter) viability, CellTiter-Fluor protease fluorescence, 24 h. Potency, µM (top dose mostly 56.7 µM), hits mostly cytotoxic. 400,000 tested, 0.49% active. AID 651635, 2014; note: potency is the fitted concentration of half-maximal effect; nearly all actives have a fitted effect of over 40% in size
* = called active by the depositor; i = inactive; ? = inconclusive; / = no result given; [ ] = dose if it differs, or a comment. Unless noted, calls come from the whole dose curve; as a rule, active = well fitted curve in the direction sought with a large enough effect; inconclusive = small, poorly fitted or top-dose-only effect, or another doubt; inactive = no such curve, though single readings can be large; an effect the other way counts as inactive or inconclusive.

| canonical_smiles | ATXN2 expr inh | MCF10A rerep | TGFb inhibitor | Nrf2 activator | S2 tox | HepG2 viability | Nrf2 inh | A549 viability | IL1B secr inh |
| --- | --- | --- | --- | --- | --- | --- | --- | --- | --- |
| COc1ccc(S(=O)(=O)NCCc2sc(-c3cccc(F)c3)nc2C)cc1 | 0% | / | ? | 3.5% | i | -24% | / | -2% | / |
| CC1CCCC(NC(=O)CC2Nc3ccccc3NC2=O)C1C (stereo not given) | -11% | 6% | -2% | -0.5% | i | -1% | -14% | -2% | -11 |
| N#Cc1c(-c2ccccc2)nc(SCc2ccc([N+](=O)[O-])cc2)[nH]c1=O | -3% | 9% | -21% | -1.0% | i | 3% | 6% | 0% | 9 |
| COC(=O)[C@@H]1CCCN1C(=O)CCc1nnc(CCC2CCCCC2)o1 | 58%[activator] | -3% | -11% | 4.8% | i | -11% | ? | 0% | 8 |
| COc1ccc(NC(=S)NC(=O)c2ccccc2Cl)cc1 | / | -9% | 14% | 6.0% | i | -9% | 10% | -5% | -14 |
| COc1ccc(OC)c(NC(=O)Cn2cnc3sc(C)c(S(=O)(=O)N4CCN(c5ccccc5OC)CC4)c3c2=O)c1 | 3% | / | -4% | -0.8% | i | -17% | 6%[9.27 µM] | -6% | / |
| C/C(=N\NC(=O)Cc1cc(=O)[nH][nH]1)c1cccc([N+](=O)[O-])c1 | -2% | 5% | 0% | -0.4% | i | -4% | 10% | 5% | 0 |
| CCC(=O)N1CCc2cc(OC)c(OC)cc2C1COc1ccc(C(=O)OC)cc1 (stereo not given) | -18% | 24% | 0% | 3.0% | i | -26% | ? | 2% | -20 |
| O=C(Nc1nc2ccc(F)cc2s1)C1CCCO1 (stereo not given) | 40%[activator] | -3% | -2% | 2.9% | i | -7% | 14% | 9% | -9 |
| O=C(Cn1nc(C(=O)O)c2ccccc2c1=O)Nc1cccc(S(=O)(=O)N2CCOCC2)c1 | 12% | -4% | 4% | 0.0% | i | 4% | 2% | -1% | -10 |
| Cc1ccc(C(=O)NCC(=O)OCCCOC(=O)CNC(=O)c2ccc(C)cc2)cc1 | 2% | -23% | 0% | 0.0% | i | 10% | -1% | 1% | 11 |
| CCOCCCN(C)C1CCN(C(=O)c2oc3ccccc3c2NC(=O)Cc2ccc(F)cc2)CC1 | -12% | 14% | -4% | 1.9% | i | -14% | ? | 18% | -15 |
| Cc1ccc(S(=O)(=O)N(C)CC(=O)NNC(=O)Cc2ccccc2F)cc1 | 12% | 9% | 9% | -1.1% | i | 0% | -1% | 2% | 7 |
| CCOC(=O)c1cnc(SCC(=O)Nc2cc(OC)cc(OC)c2)nc1N | -17% | 13% | 0% | 0.5% | ? | -1% | ? | -8% | 36 |
| c1coc(-c2nc3nc4ccccc4nc3n2CC2CCCO2)c1 (stereo not given) | 3% | 4% | -9% | 22% | i | 5% | ? | -4% | 5 |
| CCCN(C(=O)CCc1nc(-c2ccc(C)cc2)no1)c1ccc(OCC)cc1 | -21% | / | ? | 6.9% | i | -26% | -6% | -1% | / |
| COc1ccc(-c2cc(=O)oc3cc(OCC(=O)N(C)C4CCS(=O)(=O)C4)ccc23)cc1 (stereo not given) | -10% | 0% | 1% | -0.5% | i | -48% | 3% | 2% | -7 |
| CC1=NNC(=O)C1CCC(=O)N/N=C\c1ccc(Cl)c(Cl)c1 (stereo not given) | -7% | -4% | 2% | 0.0% | i | 3% | 7% | 5% | 0 |
| CCOC(=O)C1CCCN(C(=O)Cn2nc(Cc3cccnc3)c3ccccc3c2=O)C1 (stereo not given) | -22% | 1% | 7% | 0.3% | ? | 3% | 5% | -1% | -16 |
| COc1ccccc1C(=O)C1CCCN(C(=O)CCc2ccccn2)C1 (stereo not given) | 6% | -4% | -2% | 0.0% | i | -10% | -7% | 5% | 40 |
| CN(c1ccccc1)c1cc(Br)nc(Br)c1 | -2% | 1% | 16% | -0.8% | i | 6% | -3% | 0% | 26 |
| O=C(CNCc1ccccc1Cl)Nc1ccccc1N1CCCCC1 | -13% | ? | 3% | -0.1% | i | 3% | -10% | 4% | 21 |
| CC(C)(C)OC(=O)N1CCC(NC(=O)c2[nH]cnc2C(=O)Nc2ccon2)CC1 | 1% | -8% | 8% | 2.3% | i | 7% | -19% | -2% | 17 |
| O=C(Nc1cccc(Cl)c1)NC1CC2CCC(C1)N2Cc1ccco1 (stereo not given) | / | 9% | 14% | 1.4% | / | -18% | 13% | -6% | -5 |
| COc1ccc(N(Cc2ccccc2)S(=O)(=O)c2cccc(C(=O)NC3=NCCS3)c2)cc1 | -9% | 14% | 2% | 0.3% | i | -15% | -29% | 2% | -8 |
| CC1(C)Cc2noc(N)c2C(C)(C)N1OC(=O)c1cccs1 | -7% | 9% | -6% | -1.1% | i | -9% | -19% | -2% | 0 |
| CN1CCN(c2ccc3c(c2)C2CC3CCN2C(=O)OCc2ccccc2)CC1 (stereo not given) | 13% | ? | 18% | 10% | i | -10% | ? | -3% | -17 |
| CCOc1cc(/C=C2\SC(N3CCCCC3)=NC2=O)ccc1O | 15% | ? | 0% | 4.2% | i | 3% | 0% | 0% | ? |
| COc1ccc(NC(C)=O)cc1S(=O)(=O)N1CC=C(c2ccccc2)CC1 | -6% | ? | -3% | -0.5% | ? | 0% | 2% | 2% | 8 |
| CSc1ccc(CCNC(=O)c2cc(C)nn2-c2ccccc2)cc1 | / | 2% | 17% | 0.1% | i | 9% | 7% | -2% | 3 |
| COC(=O)c1ccc(N)nc1 | 1% | 3% | 2% | -0.5% | i | 1% | 2% | -1% | 17 |
| COc1ccccc1NC(=O)CSc1nnc(NC(=O)Nc2ccc(C)cc2)s1 | / | / | 5.6µM* | -1.4% | / | -54% | / | ? | / |
| Cc1cccc(N2CCN(C(=O)CCc3c(C)nc4c(c3C)c(=O)n(C)c(=O)n4C)CC2)c1C | 12% | / | ? | -0.9% | i | -5% | 0% | -6% | / |
| Cc1cccc(CNC(=O)c2cc3cc(S(=O)(=O)N4CCCCC4)ccc3n2C)c1 | / | / | 9% | 0.1% | / | -26% | / | 4% | / |
| CCOc1ccccc1CNCc1c(C(=O)O)c(C)n(Cc2ccc(C)cc2)c1C | 3% | / | -1% | -1.0% | i | -10% | 8% | -3% | / |
| O=S1(=O)N=C(Nc2nncs2)c2ccccc21 | 11% | 20% | 16% | -0.4% | i | -6% | -3% | -5% | 4 |
| COc1ccc(-c2nnc(N3CCC(C)CC3)c3ccccc23)cc1 | -7% | 12% | -2% | 0.5% | i | -2% | 3% | 18% | 3 |
| COC(=O)c1c(NC(=O)c2ccc(C(C)(C)C)cc2)sc2c1CCC(C)C2 (stereo not given) | / | / | -13% | -0.3% | / | 4% | 25% | -7% | / |
| COc1nc(NCc2ccco2)nc(N2CCC(C)CC2)n1 | -5% | 2% | 10% | 14% | i | 0% | / | 4% | 9 |
| Cc1ccc(S(=O)(=O)NC(C)C(=O)OCC(=O)Nc2sccc2C(N)=O)cc1 (stereo not given) | / | / | -2% | -0.8% | / | 0% | / | / | 2 |
| COCCN1CCN(C(=O)C2CCC(=O)N(Cc3cccc(C(F)(F)F)c3)C2)CC1 (stereo not given) | 4% | 1% | 5% | -0.6% | i | 1% | 7% | -2% | 0 |
| O=C(C1CCC(CNc2c(N3CCCCC3)c(=O)c2=O)CC1)N1CCCCC1 (stereo not given) | 4% | 10% | ? | 0.1% | i | -48% | 18% | -2% | -4 |
| Cc1cc(C(=O)c2cccs2)c(N)s1 | 9% | -8% | -7% | 19% | i | 0% | 0% | 1% | 4 |
| Cn1c(CN2CCN(c3cccc(Cl)c3)CC2)nc2ccccc21 | -3% | ? | -2% | 2.6% | i | -31% | ? | -28% | 2 |
| O=C(CC1(c2ccc(Cl)cc2)C2CC3CC(C2)CC1C3)NCCO (stereo not given) | 2% | 3% | -20% | -0.4% | i | 9% | 6% | -8% | 31 |
| Cc1ccc(C(=O)N/C(=C\c2ccc(-c3cccc([N+](=O)[O-])c3)o2)C(=O)NC(C)(C)C)cc1 | 1% | 5% | -20% | 0.9% | i | -9% | -12% | -3% | -7 |
| COc1cccc(C(NC(C)=O)c2nc(-c3cccc(C(F)(F)F)c3)cs2)c1 (stereo not given) | -3% | / | 6% | 3.4% | i | -31% | / | / | -18 |
| C/C(=N\NC(=O)OC(C)(C)C)c1ccc(-n2ccnc2)cc1 | -6% | -26% | 5% | -0.1% | i | 3% | 17% | 0% | 6 |
| CCOc1ccc(-n2nc3ccc(NC(=O)c4ccc(OC)c(Cl)c4)cc3n2)cc1 | 0% | / | 1% | 0.3% | i | -16% | / | 1% | / |
| CCOC(=O)C1CCN(C(=O)c2cn(CCOC)c(=O)c3c2c2ccccc2n3C)CC1 | -6% | 1% | -12% | -0.6% | i | -29% | -7% | 1% | -10 |
| CC(C)c1nnc(NC(=O)CCC2CCCCC2)s1 | 52%[activator] | -1% | 1% | -0.3% | i | -15% | 18% | 5% | 23 |
| O=C1Nc2ccccc2C(=O)N2[C@H](c3ccc(F)cc3)[C@@H]3C(=O)N(Cc4ccccc4)C(=O)[C@@H]3[C@H]12 | 7% | 15% | -11% | -1.4% | i | -25% | 11% | 0% | 28 |
| Cc1nnc(SCC(=O)Nc2ccc(N3CCOCC3)cc2)n1-c1ccccc1 | 9% | -16% | 10% | 0.3% | i | 11% | -9% | -7% | 2 |
| Fc1ccccc1CN1CCCCCCC1 | 5% | 19% | 27% | -0.3% | i | 0% | 10% | -2% | 25 |
